# Bioassay records as filed in PubChem.
# Chronic BCR inh – qHTS Assay to Find Inhibitors of Chronic Active B-Cell Receptor Signaling; ABC-DLBCL IkBa-CBG/CBR reporter, luminescence ratio, 4 h; Potency, µM (titrated, usually from 46.1 µM), inactives show top-dose ratio change, negative = lower green/red ratio, usual class: inhibitors; 340,000 compounds, 0.05% hits; active means well fitted inhibition curve with a large enough effect in the signal ratio, with a control signal flat, not every such curve was filed as active; inconclusive means small, poorly fitted or top-dose-only effect, or effect the other way, or a change in a side signal; the % refers to the signal ratio;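 further: potency means the concentration at half of the fitted maximal effect; plate controls were basal doxycycline-induced cells for no effect and cells given 10 µM MG132 for full effect; MG132 reads +100%, hits lower the ratio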
#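 Doxycycline induced both beetle luciferases in TMD8 lymphoma cells; IKK-driven degradation limits the IkappaBalpha-fused green signal, while red luminescence normalises for cell number and nonspecific effects. Compounds tested up to 46 uM, 4 hrs.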
# FBPA coupling cs – qHTS Assay for Inhibitors of Fructose-1,6-bisphosphate Aldolase from Giardia Lamblia: Coupling assay counterscreen; coupling enzyme system counterscreen, AmpLite Red fluorescence; activity change, negative = inhibition, % at 58.2 µM, hits read low; 290,000 compounds, 0.67% hits; AID 2472, 2010; in the data active means activity change below about -30%; further: on the % scale 0 is the no-effect control and ±100 the full control effect
#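 Activity here indicates interference with the coupling reaction, not aldolase inhibition. Compounds at 57.5 uM final met coupling enzymes for 10 min at RT; substrate and AmpLite Red detection followed, with a 525/598 nm fluorescence read after 20 min.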
# TSHR antag – Antagonists of the Thyroid Stimulating Hormone Receptor: HTS campaign | Thyrotropin receptor (Homo sapiens), P16473 | 330,000 compounds, 0.2% hits | TSHR-expressing cells, TSH-stimulated cAMP HTRF, 2 h; stronger effect = lower value | activity change, negative = inhibition, % at 11.5 µM;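 active means activity change below a set negative limit, meaning inhibition stronger than a set level, cut at about -70% in these data; inconclusive means activity change between two set negative limits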; further: on the % scale 0 is the no-effect control and ±100 the full control effect
# Target sequence (P16473 whole entry, looked up): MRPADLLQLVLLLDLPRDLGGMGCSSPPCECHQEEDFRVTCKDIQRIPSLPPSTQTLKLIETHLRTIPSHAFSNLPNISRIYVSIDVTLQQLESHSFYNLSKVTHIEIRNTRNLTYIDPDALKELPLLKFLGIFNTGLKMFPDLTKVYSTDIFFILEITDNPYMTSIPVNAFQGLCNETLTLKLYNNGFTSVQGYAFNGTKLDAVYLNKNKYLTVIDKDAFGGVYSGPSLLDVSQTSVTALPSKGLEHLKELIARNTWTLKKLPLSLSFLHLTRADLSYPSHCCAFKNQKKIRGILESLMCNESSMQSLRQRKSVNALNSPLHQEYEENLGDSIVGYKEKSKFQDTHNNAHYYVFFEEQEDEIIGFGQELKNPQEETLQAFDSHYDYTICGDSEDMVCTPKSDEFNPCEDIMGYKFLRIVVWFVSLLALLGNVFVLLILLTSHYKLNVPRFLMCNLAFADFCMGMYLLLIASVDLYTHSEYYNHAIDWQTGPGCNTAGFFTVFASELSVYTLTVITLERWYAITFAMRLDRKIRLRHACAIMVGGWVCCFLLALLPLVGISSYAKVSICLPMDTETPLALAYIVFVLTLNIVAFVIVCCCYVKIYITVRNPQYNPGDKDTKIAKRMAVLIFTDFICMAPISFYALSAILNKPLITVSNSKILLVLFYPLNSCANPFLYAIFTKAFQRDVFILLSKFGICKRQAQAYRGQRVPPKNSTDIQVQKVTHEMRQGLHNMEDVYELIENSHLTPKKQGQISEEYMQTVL
#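 Cell-based HTRF cAMP assay; TSHR cells + compound, TSH EC80 (4nM final), 2 h, 37 deg C. Lysis with anti-cAMP cryptate and cAMP-d2, 30 min RT, read 665/620 nm.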
# hERG WT inh – qHTS for Inhibitors of KCHN2 3.1: Wildtype qHTS | U2OS, BacMam KCNH2, thallium flux FluxOr; stronger effect = lower value | activity change, % at 1.84 µM | 340,000 compounds, 0.37% hits | AID 720551, 2013;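 active means maximum activity change below -70%; inconclusive means maximum activity change between -70% and -50%; inactive means maximum activity change above -50%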; further: on the % scale 0 is the no-effect control and ±100 the full control effect
#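 U2OS cells transduced with wild-type KCNH2 virus are loaded with FluxOr dye for 45 min, and thallium flux is measured in kinetic reads before and after stimulation buffer. Rate constants are normalized to DMSO controls.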
# GALK inh – qHTS Assay for Inhibitors of Human Galactokinase (GALK); P51570; Purified GALK, Kinase-Glo residual ATP luminescence; 270,000 compounds, 0.007% hits; AID 1868, 2009; Potency, µM (series often up to 57.5 µM), without a hit: at the highest dose activity change, negative = inhibition, usual class: inhibitors; further: potency means the concentration at half of the fitted maximal effect; on the % scale 0 is the no-effect control and ±100 the full control effect
#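 GALK at 5 nM final was combined with compound, 35 uM ATP and 100 uM galactose in HEPES pH8.0 with MgCl2 and DTT. The reaction ran one hour at room temperature before luminescent ATP detection.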
# Giardia killer – Small Molecules that selectively kill Giardia lamblia: qHTS; Giardia lamblia trophozoite viability; activity change, % at 7.66 µM, hits read low; 340,000 compounds, 0.15% hits; AID 540267, 2011; in the data active means activity change below about -80%; inconclusive means between about -30% and that limit;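 further: parasites exposed to compound for two days anaerobically before the ATP read; on the % scale 0 is the no-effect control and ±100 the full control effect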
#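 Trophozoites 100 cells/well + cpd; 48 hrs, 37 deg C, anaerobic. ATPLite 1-Step added, 15-30 min RT, luminescence read (ATP-based viability).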
# TCR activator – Activators of T cell receptors: qHTS campaign; primary human leukocytes, anti-CD3, IL-2 HTRF, 48 h; 330,000 tested, under 10 active; AID 504894, 2011; Potency, µM (doses to about 9.22 µM), without a hit: top-dose activation of IL-2 secretion, hits mostly activators; further: % of control where 0% means no effect
#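 Human primary leukocytes + a-CD3 beads + cpd, 48 hr; IL-2 in supernatant by HTRF (ex 320nm / em 665nm). No co-stimulatory signal supplied.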
# Tb PFK inh – qHTS Assay to Find Inhibitors of T. brucei phosphofructokinase. ATP-dependent 6-phosphofructokinase (Trypanosoma brucei brucei), O15648. T. brucei PFK, ADP-Glo luminescence. Potency, µM (top dose mostly 57.5 µM), for inactives: top-dose activity, negative = inhibition, usual class: inhibitors. 330,000 compounds, 0.17% hits. AID 485367, 2010;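 further: potency means the concentration at half of the fitted maximal effect; 0% = uninhibited 1x PFK enzyme wells and -100% = no-enzyme wells; nearly all actives have a fitted effect of over 60% in size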
#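 PFK 1.25 nM, F6P 0.5 mM, ATP 0.1 mM, 0.1 M TEA pH 8.0, 5 mM MgCl2, 0.01% Tween20, 0.1% BSA; 45 min RT. ADP-Glo readout. qHTS titration up to 57 uM; curves fitted, compounds curve-classed.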
# CXXC DNA block – qHTS Fluorescence Polarization Assay for Inhibitors of MLL CXXC domain - DNA interaction | Histone-lysine N-methyltransferase 2A (Homo sapiens), Q03164 | MLL-CXXC / FITC-HOXA9 DNA fluorescence polarization | Potency, µM (top dose mostly 115 µM), inactives show top-dose activity change, negative = inhibition, usual class: inhibitors | 290,000 compounds, 0.037% hits; active means well fitted inhibition curve with a large enough effect in the polarisation, with a control signal flat, not every such curve was filed as active; inconclusive means small, poorly fitted or top-dose-only effect, or effect the other way, or a change in a side signal; inactive means no such curve, though single readings can be large or run the other way; the % refers to the polarisation; further: potency means the concentration at half of the fitted maximal effect
#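 Purified MLL-CXXC (added from a 7 uM solution) was preincubated 5 min at ambient with pinned compounds in 50 mM Tris-HCl pH 7.5, 50 mM NaCl, 1 mM DTT, 0.05% BSA. Fluorescein-labeled HOX-A9 DNA (50 nM solution) followed, 30 min, then polarization read.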
# AT treatment – qHTS Assay for Identifying a Potential Treatment of Ataxia-Telangiectasia | […] A-T fibroblasts, KAP-1 phosphorylation AlphaLISA; neocarzinostatin DNA damage 30 min before lysis | Potency, µM (doses to about 57.5 µM), for inactives: at the top dose activation, actives largely listed as activators | 320,000 compounds, 0.19% hits | AID 485349, 2010; further: potency means the concentration at half of the fitted maximal effect; % of control where 0% means no effect; nearly all actives have a fitted effect of over 45% in size
#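 hTERT-immortalized A-T patient fibroblasts ([…]), 500 cells/well in OPTI-MEM, 1% FBS, got compounds for 60 min, then NCS for 30 min at 37C. Lysates were then assayed for phospho-KAP-1 by AlphaLISA (anti-pKAP1 donor, anti-KAP1 acceptor beads), 6 hr at 25C.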
# Numbers without * were called inactive; ? = inconclusive; / = not tested or not shown; [ ] = another dose, or the depositor's remark. Unless noted, the call rests on the fitted dose curve; in most records, active means well fitted curve in the direction sought with a large enough effect; inconclusive means small, poorly fitted or top-dose-only effect, or another doubt; inactive means no such curve, though single readings can be large; an effect the other way counts as inactive or inconclusive.
SMILES	Chronic BCR inh	FBPA coupling cs	TSHR antag	hERG WT inh	GALK inh	Giardia killer	TCR activator	Tb PFK inh	CXXC DNA block	AT treatment
O=C(NCc1nc2ccccc2[nH]1)C1=C[C@H](c2csc3ccccc23)C[C@H](OCc2ccc(CO)cc2)O1	-18%	0	-15	17	-2%	-5	-1%	2%	20%	-6%
O=C(c1ccc2c(=O)n3c(nc2c1)CCC3)N1CCCSC1=Nc1ccccc1	0%	/	1	2	/	8	0%	0%	/	3%
O=C(O)Cc1c[nH]c2cccc(O)c12	?	-13	11	0	-1%	-9	-2%	?	15%	5%
C=CCN1C(=O)/C(=C/c2ccc(OC)cc2)S/C1=N/c1nccs1	17%	-1	15	-7	0%	-3	8%[46.1 µM]	-4%	19%	-1%
CCn1cc(SCC(=O)NCC2CCCO2)c2ccccc21 (stereo not given)	-3%	0	-7	-9	2%	-30	-7%	7%	9%	46%
COC(=O)c1sc2nc[nH]c(=O)c2c1C	?	4	-5	-10	-2%	-9	-3%	0%	3%	4%
COc1ccc(NC(=O)CSc2nnc(-c3ccccc3C)n2N)cc1OC	8%	-1	16	-24	2%	13	-2%	-2%	3%	-11%
CC(C)=CCN1CCN(Cc2cccc3c2OCO3)CC1CCO (stereo not given)	0%	2	-1	-3	10%	-10	-2%	-6%	-3%	-4%
CC[C@@H](C)[C@@H]1CN([C@@H](CN2CCC[C@H]2CN2C(N)=NC[C@H]2C(C)C)C(C)C)C(=N)N1CCCC1CCCC1	?	/	0	?	/	26	-12%	-14%	/	12%
O=C(CN(C(=O)CCC(=O)Nc1nccs1)c1ccccc1F)NCc1ccc2c(c1)OCO2	12%	4	3	-3	15%	3	3%	-11%	26%	1%
CC(=O)c1cccc(NC(=O)CN(c2ccccc2)S(C)(=O)=O)c1	2%	3	-6	1	2%	10	1%	-7%	35%[activator]	5%
COc1ccc(C(=O)NCC(=O)N2CCN(c3ccc(F)cc3)CC2)cc1	0%	-1	5	2	2%	?	-3%	0%	1%	5%
Cc1ccc(S(=O)(=O)N2CCN(C(=O)CSc3ccc(F)cc3)CC2)cc1	2%	2	-1	4	-2%	-25	-3%	-2%	-1%	9%
CCc1ccc(C(=O)COC(=O)c2cc([N+](=O)[O-])ccc2N2CCOCC2)cc1	?	/	-10	3	/	10	-4%	-5%	/	-4%
O=c1c2sccc2nc(SCc2cc(=O)n3cc(Br)ccc3n2)n1Cc1ccccn1	-30%	-16	-2	-22	0%	14	3%	-15%	2%	3%
O=C(NCc1ccccc1)C1CCC(=O)N(CCCN2CCCC2=O)C1 (stereo not given)	0%	-3	10	4	7%	-26	3%	1%	?	4%
COc1ccc(NCCc2ccccn2)cc1	0%	-2	-5	1	-1%	23	2%	-2%	-7%	-4%
COc1ccc(OC)c(-n2c(=S)[nH]c3cc(C(=O)N4CCCCC4)ccc3c2=O)c1	-4%	0	3	16	1%	0	/	-1%	6%	3%
CC(C)c1ccc(NC(=O)[C@@H]2CCC(=O)N2C2OC(=O)c3ccccc32)cc1 (stereo not given in full)	0%	1	2	4	/	-17	1%	-3%	-2%	11%
O=C(NC1CCCCC1)c1cccc(Cn2cc(Cl)cn2)c1	25%	2	-3	7	-1%	-14	/	-2%	-3%	2%
CC(C)[C@H](NC(=O)c1ccccc1F)C(=O)Nc1ccc(F)c(F)c1	-7%	-3	-13	-5	-1%	2	-1%	0%	-6%	0%
CCN(Cc1ccccc1)S(=O)(=O)c1ccc(C(=O)N(CCCN(C)C)c2nc3cc(C)cc(C)c3s2)cc1	?	/	10	-2	/	-29	0%	0%	/	3%
O=C1CCc2ccccc2N1	?	0	-8	-7	-1%	10	-4%	4%	-10%	4%
Cc1ccc(S(=O)(=O)CC(=O)Nc2nnc(C)s2)cc1	2%	1	-5	-6	14%	14	5%	3%	5%	-4%
COc1ccc(S(=O)(=O)N2CCC(C(=O)N3CCCCCC3)CC2)cc1	1%	7	3	2	-4%	-6	3%	3%	0%	7%
Cc1ccc(C2(c3noc(CN4C[C@@H](C)O[C@@H](C)C4)n3)CCCC2)cc1	5%	1	-2	-1	9%	-9	6%	-2%	0%	-5%
CC(C)C(CCNC(=O)CN1C(=O)c2ccccc2C1=O)c1ccco1 (stereo not given)	/	1	/	13	-2%	-14	-4%	/	3%	/
Cc1nn(Cc2ccccc2Cl)c(C)c1C(=O)N(C)CC(=O)Nc1cccc(F)c1	0%	/	16	-14	/	-11	/	2%	/	0%
Cc1ccc(/C=N/NC(=O)C2(O)c3ccccc3-c3ccccc32)o1	1%	0	22	-9	/	7	-5%[46.1 µM]	0%	5%	-3%
O=C(c1ccc(S(=O)(=O)N2CCCC2)cc1)N1CCCc2ccccc21	-1%	2	-8	5	-1%	0	1%	-4%	-5%	0%
O=C(Nc1ccc(N2CCN(C(=O)c3ccco3)CC2)cc1)C(c1ccccc1)c1ccccc1	-2%	-2	-3	-34	-2%	28	1%	0%	23%	2%
Cc1cc(NS(=O)(=O)c2ccc(NC(=O)Cc3ccc([N+](=O)[O-])cc3)cc2)nc(C)n1	?	/	2	-3	/	10	-1%[46.1 µM]	8.5µM*	/	1%
O=C(CNc1cccc2ccccc12)N/N=C/c1ccc([N+](=O)[O-])o1	?	-27	11	-2	-3%	-96*	-2%[46.1 µM]	-2%	?	-9%
Cc1ccc(C(=O)NC(C(=O)Nc2ccccc2)c2ccccc2)cc1 (stereo not given)	?	-9	30	4	-3%	-6	3%	0%	50%[activator]	6%
COc1ccc2cc(C(=O)C3CCCN(Cc4cnc(N5CCOCC5)s4)C3)ccc2c1 (stereo not given)	?	0	-11	4	0%	-15	0%	0%	1%	5%[11.5 µM]
Cc1ccccc1-c1nc(CS(=O)(=O)CC(=O)NCCCN2C(C)CCCC2C)c(C)o1 (stereo not given)	-7%	1	-5	8	-3%	-15	-6%	-14%	0%	-3%
O=C1COc2ccc(NC(=O)c3ccccc3C(=O)O)cc2N1	1%	0	-9	-1	-1%	-5	-11%	-1%	?	-20%
CCN1CCN(CC(=O)Nc2cc(S(=O)(=O)N3CCCCC3)ccc2Cl)CC1	-3%	/	44	8	/	-15	-4%[46.1 µM]	-22%	/	30%
Cc1cc(=O)[nH]c2ccccc12	-9%	0	8	-4	2%	-15	6%	2%	0%	1%
CC1(C)CC(=O)C2=C(C1)Nc1ccccc1[S@]2=O	13%	1	-4	22	0%	1	-2%	9%	-2%	-8%
O=C(CSc1n[nH]c(=O)n1-c1ccccc1)Nc1ccccc1	-13%	4	-2	-2	7%	14	-2%	0%	-3%	4%
COc1nc(N(C)C)nc(N2CC(=O)N(CCNS(=O)(=O)c3ccc(C)cc3)C2=N)n1	0%	-3	10	2	1%	14	-3%[46.1 µM]	1%	2%	-8%
O=C(CN1C(=O)NC2(CCCC2)C1=O)NC(c1ccccc1)c1ccccc1	-9%	/	4	2	/	0	-10%[46.1 µM]	-1%	/	8%
Cc1ccc(-n2ncc(-c3nnc(SCC(=O)NC4CCCC4)o3)c2N)cc1C	2%	-2	-18	0	-1%	-4	3%	-5%	12%	/
CCCCCC(CC(=O)NO)C(=O)NC(C(=O)N1CCCC1CO)C(C)C (stereo not given)	15%	/	2	3	/	-7	1%	-6%	/	15%
COc1ccc([C@H]2C=C(C(=O)O)O[C@@H](OCCCCO)C2)cc1	3%	2	-1	-2	-2%	12	3%	-18%	-17%	18%
c1ccc2c(c1)oc1c(N3CCOCC3)ncnc12	-4%	1	-8	4	3%	7	-6%	4%	6%	-2%
O=C1C2CCCCC2C(=O)N1c1ccc(S(=O)(=O)Nc2ncccn2)cc1 (stereo not given)	-1%	/	8	-12	-4%	-5	1%	-3%	-1%	7%
Cc1cccc(S(=O)(=O)c2c(C)cc(C)[nH]c2=O)c1	8%	1	-3	-2	11%	-7	3%	-1%	-2%	-1%
CCC(CC)C(=O)NCCc1cc2c(OC)ccc(OC)c2[nH]c1=O	-8%	-2	10	-8	-1%	9	9%	2%	1%	-7%
